PME-1 inh – PME-1 inhibitors via competitive probe labeling, primary screen, biochemical, fluorescence polarization, FP-Rh probe, HTS; Protein phosphatase methylesterase 1 (Homo sapiens), Q9Y570; recombinant PME-1; inhibition, % at 5.9 µM; 320,000 compounds, 0.53% hits; AID 2130, 2009;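 active means inhibition above the campaign mean of all compounds plus 3 SD, cut at about 26% in these data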;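 further: competitive labeling of PME-1 active site by serine hydrolase directed probe; 0% = PME-1 with DMSO and 100% = wells lacking PME-1 enzyme; inhibitors block probe labeling so polarization falls and inhibition rises; many of its hits are not listed in these tables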
Fam108B counter – mouse Fam108B serine hydrolase inhibitors, primary screen, counter-screen for RBBP9 inhibitor project, biochemical, fluorescence polarization | recombinant Fam108B, FP-Rh probe fluorescence polarization | inhibition, % at 9.51 µM | 300,000 compounds, 0.33% hits | AID 1947, 2009;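 active means inhibition above the screen mean inhibition plus 3 SD, computed separately per campaign, cut at about 18% in these data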;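 further: inhibitors lower polarization as less probe binds the enzyme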
MEX-5 binding – MEX-5 zinc finger RNA-binding disruptors – biochemical, C. elegans, fluorescence polarization, MLPCN library, primary screen | Zinc finger protein mex-5 (Caenorhabditis elegans), Q9XUB2 | MEX-5/FITC-TCR2 RNA binding; stronger effect = lower value | activity score (negative = inhibition of binding), % at 10 µM | 300,000 compounds, 0.38% hits | AID 1832, 2009;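 active means inhibition past about -25% in most replicates, and total fluorescence under double the plate's negative control median, limit read from the data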;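 further: 0% = DMSO and -100% = 5 µM competing unlabeled TCR2 RNA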
AHR act – AHR activators, primary screen, cell-based, luminescence, luciferase reporter, human; AHR-responsive luciferase reporter cells; activation, % at 5 µM; 320,000 compounds, 2.5% hits; Aryl hydrocarbon receptor (Homo sapiens), P35869; in the data active means activation above about 47%;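 further: 0% = vehicle wells and 100% = reference agonist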
pPAFAH inh – pPAFAH enzyme inhibitors, primary screen, biochemical, fluorescence polarization, human | recombinant pPAFAH, FP-rhodamine probe fluorescence polarization | Platelet-activating factor acetylhydrolase (Homo sapiens), Q13093 | inhibition, % at 3.39 µM | 330,000 compounds, 1.5% hits;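 active means inhibition above the mean inhibition across the screen plus 3 SD, cut at about 25% in these data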;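 further: inhibitors block binding of the rhodamine activity-based probe so polarization drops; 0% = enzyme with DMSO and 100% = wells lacking pPAFAH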
PAFAH1B2 inh – PAFAH1B2 enzyme inhibitors, primary screen, biochemical, fluorescence polarization, human | Platelet-activating factor acetylhydrolase IB subunit alpha2 (Homo sapiens), P68402 | recombinant PAFAH1B2, FP-rhodamine activity probe | inhibition, % at 3.39 µM | 340,000 compounds, 1.2% hits | AID 492953, 2010;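 active means inhibition above the mean of all tested compounds plus 3 SD, cut at about 24% in these data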;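 further: 0% = enzyme with DMSO and 100% = wells lacking PAFAH1B2; many of its hits are not listed in these tables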
Target sequence (P68402 whole entry, looked up): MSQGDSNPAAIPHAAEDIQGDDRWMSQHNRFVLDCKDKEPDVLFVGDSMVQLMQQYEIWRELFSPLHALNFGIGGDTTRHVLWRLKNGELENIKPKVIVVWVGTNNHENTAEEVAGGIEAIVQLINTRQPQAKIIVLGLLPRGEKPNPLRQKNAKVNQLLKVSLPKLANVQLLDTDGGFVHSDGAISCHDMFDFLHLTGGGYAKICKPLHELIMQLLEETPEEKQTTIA
GLD-1 TGE inh – GLD-1/TGE RNA complex disruptors, primary screen, biochemical, fluorescence polarization | purified GLD-1 + fluorescein TGE RNA | AID 2280, 2010 | inhibition, % at 5.96 µM | 320,000 compounds, 0.44% hits | Female germline-specific tumor suppressor gld-1 (Caenorhabditis elegans), Q17339;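 active means percent inhibition above a per-plate cutoff, the plate mean of test compounds plus 3 SD, cut at about 30% in these data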;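 further: 0% = DMSO wells with GLD-1 and probe and 100% = wells lacking GLD-1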
MCL1-BIM inh – inhibitors of MCL1 binding to BIM-BH3, primary screen, biochemical, fluorescence polarization; Induced myeloid leukemia cell differentiation protein Mcl-1 (Homo sapiens), Q07820; GST-MCL1 / FITC-Bim-BH3 fluorescence polarization; 320,000 compounds, 0.68% hits; inhibition, % at 10.9 µM; AID 2057, 2009;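 active means inhibition above the mean inhibition of all tested compounds plus 3 SD, set per campaign, cut at about 40% in these data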;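 further: 0% = DMSO wells and 100% = unlabeled Bim-BH3 peptide control; higher means more loss of mP so more displacement of Bim peptide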
Target sequence (Q07820 whole entry, looked up): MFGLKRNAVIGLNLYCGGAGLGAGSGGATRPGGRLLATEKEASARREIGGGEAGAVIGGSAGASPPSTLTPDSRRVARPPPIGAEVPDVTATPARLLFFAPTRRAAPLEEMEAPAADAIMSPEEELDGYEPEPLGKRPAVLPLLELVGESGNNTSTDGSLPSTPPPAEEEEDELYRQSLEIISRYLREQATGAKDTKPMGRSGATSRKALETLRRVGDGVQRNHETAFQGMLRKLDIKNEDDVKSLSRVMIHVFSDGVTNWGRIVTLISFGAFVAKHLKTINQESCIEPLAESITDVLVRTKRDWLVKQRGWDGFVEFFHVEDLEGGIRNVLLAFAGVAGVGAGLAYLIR
Bcl-xL primary – inhibitors of human Bcl-xL, primary screen, biochemical, fluorescence polarization, HTS; Bcl-2-like protein 1 (Homo sapiens), Q07817; GST-Bcl-xL / FITC-Bim BH3 peptide fluorescence polarization; inhibition, % at 10.9 µM; 320,000 compounds, 0.7% hits; AID 2129, 2009;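 active means inhibition above the mean of all tested compounds plus 3 SD, cutoff set per campaign, cut at about 30% in these data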;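 further: 0% = DMSO wells and 100% = unlabeled Bim-BH3 peptide competitor; inhibitors lower millipolarization by displacing the labeled peptide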
Target sequence (Q07817 whole entry, looked up): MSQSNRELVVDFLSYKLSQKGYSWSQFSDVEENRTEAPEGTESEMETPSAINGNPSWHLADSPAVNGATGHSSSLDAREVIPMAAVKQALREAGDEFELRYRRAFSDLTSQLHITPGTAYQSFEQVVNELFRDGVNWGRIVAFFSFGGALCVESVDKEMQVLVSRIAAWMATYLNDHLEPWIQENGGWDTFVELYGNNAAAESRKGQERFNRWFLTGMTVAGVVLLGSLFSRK
* marks the source's active call; other numbers are inactive results; nt = not tested or not shown. These rows are one share of the data; rates above refer to the full screens.

Molecule	Fam108B counter	AHR act	GLD-1 TGE inh	pPAFAH inh	MCL1-BIM inh	Bcl-xL primary	MEX-5 binding	PME-1 inh	PAFAH1B2 inh
COC(=O)c1cc(C(=O)c2ccc(C(C)(C)C)cc2)c[nH]1	-5	8	1	9	6	10	1.2	1	0
CCOc1ccc(C(=O)NNC(=O)CNC(=O)c2ccc(C)s2)cc1OC	nt	8	6	-2	1	3	nt	1	2
O=Cc1cn(CC(=O)NCC2CCCO2)c2ccccc12 (stereo unspecified)	-1	10	7	4	5	9	0.8	-1	8
Cc1ccccc1CC1(CO)CCCN(C(=O)CCC(=O)c2ccccc2)C1 (stereo unspecified)	6	5	0	0	8	6	1.3	3	2
CCOC(=O)c1c(S(=O)(=O)N2CCN(C3CCCCC3)CC2)c(C)n(C)c1C	-6	5	3	-1	7	9	-0.1	-6	-1
Cc1cccc(NC(=O)c2cc(=O)c3ccccc3o2)n1	2	-2	3	2	5	4	0.8	-7	1
O=C(CCNC(=O)c1ccc(Cl)cc1)Nc1cccc(S(=O)(=O)N2CCCCCC2)c1	-3	5	5	4	-1	2	-0.8	-2	-1
O=C(CN1CCc2cc3c(cc2C1)OCCCO3)Nc1ccccc1	-3	4	3	2	9	3	-0.8	-2	10
CCSc1nnc(NC(=O)[C@H](C)N2C(=O)C3CC=CCC3C2=O)s1 (stereo partly specified)	-1	2	2	1	-1	2	2.2	1	-2
Cn1cccc1/C=N/NC(=O)c1ccn[nH]1	0	7	5	2	1	2	-6.6	-2	0
O=C(CSc1nc2ncc(Cl)cc2[nH]1)NCCc1ccc(F)cc1	-3	11	-1	6	0	-8	-0.3	-4	10
C=CCOc1ccc(/C=N/NC(=O)C(C)Sc2ccccn2)cc1OC (stereo unspecified)	1	11	0	-1	6	-1	-1.5	-9	-2
CC(=O)Nc1ccc(NC(=O)C(OC(=O)c2ccccc2)C(OC(=O)c2ccccc2)C(=O)O)cc1 (stereo unspecified)	-1	1	-3	2	7	5	-4.2	-6	0
CCN1C(=O)CC(NNC(=O)c2ccc(Cl)cc2)C1=O (stereo unspecified)	2	2	4	5	13	6	-1.6	-5	0
CCCn1c(O)c(N=Nc2ccc3ccccc3n2)c2ccccc21	-2	34	2	4	-8	-4	-7.8	-2	0
CN(C)c1ccc(NC(=S)NC(=O)/C=C/c2ccco2)cc1	2	7	5	18	8	12	-0.1	3	7
CC(C)NC(=O)c1ccc2c(c1)N(CC(=O)N1CCOCC1)C(=O)C(C)(C)O2	-2	-1	1	2	5	7	1.6	3	3
COC(=O)c1cccc(NC(=O)CSc2nnc(COc3ccccc3)n2C)c1	1	-1	-3	4	6	4	-1.8	-8	3
Cc1ccc(/C=N\Nc2nc3ccc(Cl)cc3[nH]2)o1	15	165*	7	7	5	6	-3.7	-30	0
O=C(N1CCN(c2ccccn2)CC1)N1c2ccccc2Sc2ccccc21	1	-1	7	13	0	4	0.6	4	3
O=C1c2ccccc2C(O)(c2ccccc2)N1C1CC1 (stereo unspecified)	-1	-2	-2	-1	7	1	1.7	-5	9
CC1CCCC(C)N1C(=O)COC(=O)COc1ccccc1C#N (stereo unspecified)	nt	-1	-2	4	5	6	nt	-1	9
O=C(CCCC(=O)N(CC(=O)NC1CCCCC1)CC1CCCO1)Nc1ccccn1 (stereo unspecified)	-4	-2	3	-1	0	1	2.4	-6	3
Cc1nc(NC(=O)c2ccccc2)sc1-c1csc(Nc2ccc(Cl)cc2)n1	11	59*	0	6	-1	0	0.8	14	nt
O=C(Nc1nnc(-c2ccc3c(c2)CCCC3)o1)c1ccc(Cl)cc1Cl	1	16	0	14	6	3	0.9	1	8
O=c1c2c3c(sc2ncn1/N=C/c1ccncc1)CCCC3	-2	-1	2	5	-8	-1	0.4	2	-2
CC(C)N(Cc1ccccc1)C(=S)NC1CCCCC1	-1	2	-1	3	6	3	0.9	5	13
CCN1C(=NCc2cccc(Cl)c2)N[C@@H](c2cccc(F)c2)C(C(=O)OC)=C1C	-4	-2	7	4	-2	-5	-2.3	8	4
COc1ccc(CCNC(=O)C(=O)NCc2ccccc2C)cc1OC	1	1	-2	9	0	4	2.0	-5	2
CC(=O)NC(C)c1nc2ccccc2n1Cc1ccccc1F (stereo unspecified)	-3	-1	5	2	4	0	0.9	5	5
O=C(CSc1nc2ncc(Cl)cc2[nH]1)Nc1cccc(F)c1	-2	7	-3	3	-10	-8	-0.2	-22	-1
O=S(=O)(c1ccc(C2CCCCC2)cc1)N1CCOCC1	4	-1	0	2	-3	-1	0.5	-6	0
CCC(=O)N/N=C(\C)CC(=O)Nc1ccc(Cl)cc1	10	18	5	1	1	1	1.3	-2	-1
COc1cc(/C=C\C(=O)OCn2nnc3ccccc3c2=O)cc(OC)c1OC	-1	0	3	3	2	5	1.4	-7	3
Cn1nnnc1SCc1csc(C2C(C#N)=C(N)OC3=C2C(=O)CCC3)c1 (stereo unspecified)	0	1	4	13	25	30	1.2	1	3
CS(=O)(=O)Nc1cccc(-c2cn3c(n2)SCC3)c1	4	12	-2	5	0	2	-4.4	-1	-2
O=C1CSC(c2ccccc2[N+](=O)[O-])N1c1ccc(O)cc1 (stereo unspecified)	1	4	-8	0	-2	4	-0.5	-3	4
Cc1cc(N/N=C/c2ccccc2)nc(N2CCOCC2)n1	2	20	6	5	-1	3	1.7	0	nt
CCCCC(=O)Nc1nn(C)c2nc3c(C)cccc3cc12	1	23	0	-2	7	4	0.9	2	5
CCCCN1C(=N)N([C@@H](CN2CCC[C@H]2CN2C(N)=NC[C@@H]2Cc2ccccc2)C(C)C)C[C@H]1Cc1ccccc1	nt	1	-3	0	nt	nt	nt	nt	3
Cc1nn(-c2ccccc2)c(C)c1C(=O)OCC(N)=O	0	3	1	0	0	-4	-1.3	-2	1
O=C(CN1CCN(C2CCCCC2)CC1)Nc1ccccc1N1CCCCC1	-2	2	2	3	2	-2	-3.1	5	6
COC(=O)c1ccc(C(=O)OC)c(NC(=S)N2CCCCC2)c1	0	3	0	5	9	9	-2.6	0	3
Cc1ccc(-c2csc(NCCn3c(C)nc4cc(C(F)(F)F)ccc43)n2)cc1	nt	3	6	4	nt	nt	nt	nt	37*
CC(C)c1ccccc1OCC(=O)NN1C(=O)c2ccccc2C1=O	3	-1	4	-1	0	5	1.4	-4	3
Cc1cc(C)n(-c2nc3c(c(=O)[nH]c(=O)n3C)n2CCc2ccccc2)n1	-10	133*	-6	-3	8	-2	1.5	23	-3
Cc1ccc(O)c(C2=NCCNC(C(F)(F)C(F)F)=C2)c1	0	4	3	4	-4	3	0.2	-1	0
O=C(CSc1ccc2ccccc2n1)N/N=C/c1ccc(O)cc1	-2	4	2	13	-7	0	-3.8	6	1
Cc1cc2cc(CN(CCCN3CCOCC3)C(=O)NC3CCCCC3)c(=O)[nH]c2cc1C	2	3	4	4	8	8	1.6	1	3
CCO[C@H]1OC(C(=O)N2CCOCC2)=C[C@@H](c2cn(C(C)=O)c3ccccc23)[C@@H]1CCCO	3	3	2	7	-3	-1	-2.4	3	0
CCCCc1ccc(C(=O)NC(C(=O)O)C(C)C)cc1 (stereo unspecified)	2	-3	-3	3	7	8	3.2	5	3
S=C(Nc1cccc2ccccc12)NC1CCCCC1	2	8	-6	3	4	3	0.1	6	2
COCC(C)Nc1ccc(S(=O)(=O)N2CCCC2)cc1[N+](=O)[O-] (stereo unspecified)	1	-1	5	5	-4	0	-2.3	10	2
COC(=O)c1sccc1S(=O)(=O)Nc1ccc(Cl)cc1	1	-1	6	2	0	3	1.9	5	8
Cc1ccc(N(C(C)C(=O)O)S(=O)(=O)c2c(C)[nH]c(=O)[nH]c2=O)cc1 (stereo unspecified)	1	-1	-8	2	0	3	-1.1	2	5
CS(=O)(=O)N1CCC(C(=O)O)CC1	2	0	-5	4	1	4	-3.5	-3	-4
CC1Cc2ccccc2C(CCc2ccccc2)=N1 (stereo unspecified)	-3	19	14	5	6	11	-7.1	-4	6
Cc1ccc(C(c2nnnn2CS(=O)(=O)c2ccc(C)cc2)N2CCC(C)CC2)cc1 (stereo unspecified)	-1	-3	0	1	-3	8	1.5	-4	2
COc1ccc2cc(CN(CC3CCCO3)S(=O)(=O)c3ccccc3)c(=O)[nH]c2c1 (stereo unspecified)	-4	1	6	2	6	5	-3.4	-1	0
COc1cc(C(=O)NNC(=O)COc2cccc(F)c2)ccc1OCC(=O)N1CCOCC1	nt	-1	-3	-1	-1	-3	nt	0	-4

From PubChem
